Nrf2 inh – inhibitors of Nrf2 signaling | A549 ARE-Fluc reporter, luciferase luminescence, 18-24 h | Potency, µM (titrated, usually from 46 µM), without a hit: top-dose activity change, negative = inhibition, most hits filed as inhibitors | 360,000 tested, 2.1% active; further: potency means the concentration at half of the fitted maximal effect; on the % scale 0 is the no-effect control and ±100 the full control effect; nearly all actives have a fitted effect of over 60% in size
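In this cell-based qHTS, ARE-driven firefly luciferase in A549 cells reports Nrf2 activity; the luminescent signal after BugLite lysis is the measured value, with a prior CellTiter-Fluor read for cell health.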
ATXN viability – reduces viability in counter-screen for ATXN expression inhibitors; AID 651635; 400,000 tested, 0.49% active; Potency, µM (top dose mostly 56.7 µM), hits mostly cytotoxic; S2 cells (HEK-293 line with an ATXN2-luciferase reporter) viability, CellTiter-Fluor protease fluorescence, 24 h; further: potency means the concentration at half of the fitted maximal effect; nearly all actives have a fitted effect of over 40% in size
Akt phos inh – inhibitors of Akt phosphorylation | activity change, % for hits at 50 µM | 360,000 tested, 0.32% active | AID 651550 | Neuro2A IGF-stimulated pAkt S473 HTRF, 20 min; stronger effect = lower value; in the data active means activity change below about -80%; inconclusive means mostly about -51% to -80%; further: on the % scale 0 is the no-effect control and ±100 the full control effect
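Neuro2A cells (4,500/well, DMEM with 0.5% FBS) were treated with compound at a single 50 µM final concentration, stimulated with 6 nM IGF for 20 min at 37 °C, and lysed. Phospho-Akt Ser473 was read by HTRF as 665/615 ratio ×10^4.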
TGFb inhibitor – inhibitors of TGF-b signaling; HepG2 CAGA-GFP TGF-b/SMAD3 reporter, GFP fluorescence, 18 h; TGF-beta stimulated, 500 pg/mL final; Potency, µM (highest dose often 46.1 µM), inactives show at the highest dose activity, negative = inhibition, hits mostly inhibitors; 410,000 tested, 1.2% active; further: potency means the concentration at half of the fitted maximal effect; on the % scale 0 is the no-effect control and ±100 the full control effect; nearly all actives have a fitted effect of over 65% in size
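HEPG2 CAGA-GFP cells (1000/well, DMEM with 1% FBS) were pre-incubated 2 h at 37 degrees C, given compound by pin tool, then stimulated with TGF-beta at 500 pg/mL final for 18 h before per-cell GFP fluorescence imaging.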
MmCpn inh – blocks the Methanococcus maripaludis chaperonin Mm-Cpn | purified Mm-Cpn ATPase, ADP Transcreener TR-FRET | Potency, µM (highest dose often 76.9 µM), for the others: at the highest dose activity, negative = inhibition, most hits filed as inhibitors | 330,000 tested, 0.031% active | AID 504842; further: potency means the concentration at half of the fitted maximal effect; on the % scale 0 is the no-effect control and ±100 the full control effect; nearly all actives have a fitted effect of over 80% in size
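25 nM Mm-CPN + cpd, 10 min 37°C; + 10 uM ATP, 30 min 37°C; buffer 30 mM Tris pH 7.4, 100 mM KCl, 5 mM MgCl2, 1 mM DTT; Transcreener ADP HTRF detection 30 min RT.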
CCT modulator – cytosolic chaperonin activity modulation | purified chaperonin ATPase assay, HTRF ADP detection, 30 min | activity change, % (no concentration beside the values), hits read low | 360,000 tested, 0.3% active | AID 651819; in the data active means activity change below about -30%; further: on the % scale 0 is the no-effect control and ±100 the full control effect
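We incubate TRiC, 40 or 20 nM final, with library compounds at 76 uM and 10 uM ATP for 30 min at 37 °C. ADP formed is detected with Transcreener HTRF reagents after 30 min at room temperature.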
HepG2 tox – kills HepG2 cells in TGF-b inhibitor counter-screen. HepG2 CAGA-GFP viability, ATP luminescence, 18 h. Potency, µM (highest dose often 46.1 µM), inactives show top-dose activity change, negative = cytotoxicity, actives largely listed as cytotoxic. 410,000 tested, 0.76% active. AID 588856; further: potency means the concentration at half of the fitted maximal effect; some results filed as inactive show a strong effect at the top dose
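HepG2 CAGA-GFP cells (1000/well, DMEM with 1% FBS) received compound, then TGF-beta at 500 pg/mL final, and were incubated 18 hours at 37 degrees C. Viability was read by CellTiter-Glo luminescence. Media-only wells were set as complete cell-killing and DMSO as no toxicity.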
Nrf2 activator – Nrf2 pathway activation | AREc32 ARE-luciferase reporter (MCF7-derived line), luminescence, 24 h | Potency, µM (doses to about 46.1 µM), for the others: top-dose activation, actives largely listed as activators | 410,000 tested, 0.31% active; further: potency means the concentration at half of the fitted maximal effect; % of control where 0% means no effect; nearly all actives have a fitted effect of over 65% in size
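Luminescent ARE reporter assay in AREc32_Fluc cells: overnight plating at 37 deg C, 24 hr compound incubation, Steady-Glo added, 30 min RT before reading.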
A549 tox – kills or reduces viability of A549 cells in Nrf2 counter-screen | A549 ARE-Fluc cells, CellTiter-Fluor viability, 18-24 h | Potency, µM (doses to about 46 µM), inactives show at the top dose activity change, negative = cytotoxicity, actives largely listed as inhibitors | 390,000 tested, 0.16% active; further: potency means the concentration at half of the fitted maximal effect; on the % scale 0 is the no-effect control and ±100 the full control effect
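Cytotoxicity counterscreen: CellTiter-Fluor fluorescence was measured in A549 ARE_Fluc cells after 18-24 h of compound exposure in a concentration series. The subsequent BugLite luminescent read reports ARE-luciferase activity.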
* marks the source's active call; other numbers are inactive results; i = inactive; ? = inconclusive; nt = not tested or not shown; & = joins results of further samples. Unless noted, the call rests on the fitted dose curve; in most records, active means well fitted curve in the direction sought with a large enough effect; inconclusive means small, poorly fitted or top-dose-only effect, or another doubt; inactive means no such curve, though single readings can be large; an effect the other way counts as inactive or inconclusive. The order is random; any-hit rate near 4.4%.

1	CCN(CC)c1ncnc2c1ncn2[C@H]1CN(Cc2ccc(-c3ccccc3)cc2)C[C@@H](CO)O1
2	Cc1cc(N2CCN(C)CC2)nc2ccc(NC(=S)NCCCN3CCN(C)CC3)cc12
3	CSc1ccccc1NC(=O)COC(=O)CSc1ccc(C)cc1
4	Cc1cccc(NC(=O)c2cccc(S(=O)(=O)N(C)c3ccccc3)c2)n1
5	COc1ccc(CNC(=O)c2cc(C)nc3c2c(C)nn3-c2cccc(Cl)c2C)cc1

Assay by compound,1,2,3,4,5
Nrf2 inh,nt,-4%,0%,15µM*,?
ATXN viability,i,i,i,i,i
Akt phos inh,i,i,i,i,nt
TGFb inhibitor,?,27%,-4%,?,3%
MmCpn inh,nt,0%,1%,-4%,nt
CCT modulator,-1.7,-1.9,5.3,2.0,nt
HepG2 tox,-116%,-9%,-9%,-6%,-20%
Nrf2 activator,-2.1%,-0.1%,0.5%,9.9%,-1.2%
A549 tox,nt,-2%,5%,?,-11%

Profiles as entered above. Screens in order: Nrf2 inh	ATXN viability	Akt phos inh	TGFb inhibitor	MmCpn inh	CCT modulator	HepG2 tox	Nrf2 activator	A549 tox
`CSc1ccccc1NC(=O)COC(=O)CSc1ccc(C)cc1` across the screens: 0%	i	i	-4%	1%	5.3	-9%	0.5%	5%
`COc1ccc(CNC(=O)c2cc(C)nc3c2c(C)nn3-c2cccc(Cl)c2C)cc1` across the screens: ?	i	nt	3%	nt	nt	-20%	-1.2%	-11%
`Cc1cc(N2CCN(C)CC2)nc2ccc(NC(=S)NCCCN3CCN(C)CC3)cc12` across the screens: -4%	i	i	27%	0%	-1.9	-9%	-0.1%	-2%
`CCN(CC)c1ncnc2c1ncn2[C@H]1CN(Cc2ccc(-c3ccccc3)cc2)C[C@@H](CO)O1` across the screens: nt	i	i	?	nt	-1.7	-116%	-2.1%	nt
`Cc1cccc(NC(=O)c2cccc(S(=O)(=O)N(C)c3ccccc3)c2)n1` across the screens: 15µM*	i	i	?	-4%	2.0	-6%	9.9%	?

Continued.
6	Cc1ccc(S(=O)(=O)N(C)c2ccc(C(=O)NCc3cccnc3)cc2)cc1
7	Nc1nc(NCCO)nc(N2CCCCCC2)c1[N+](=O)[O-]
8	CC(Oc1cccc2c1OC(C)(C)C2)C(=O)O (stereo unspecified)
9	CSc1nc(N)nc(SCC(=O)c2ccc(C)cc2)c1C#N
10	CCCCOc1ccc(N(CC(=O)NCc2ccco2)C(=O)CCC(=O)Nc2nccs2)cc1

Assay by compound,6,7,8,9,10
Nrf2 inh,-12%,1%,nt,nt,3%
ATXN viability,i,i,i,i,nt
Akt phos inh,i,i,i,i,i
TGFb inhibitor,3%,-12%,-17%,7%,2%
MmCpn inh,3%,1%,0%,-8%,-4%
CCT modulator,-2.7,-2.3,-2.9,-0.7,2.3
HepG2 tox,3%,1%,-3%,0%,-4%
Nrf2 activator,0.5%,0.0%,2.3%,8.9%,0.3%
A549 tox,7%,-7%,20%,-14%,-1%

11	CCN(CCCNC(=O)CCn1c(=O)[nH]c2ccsc2c1=O)c1ccccc1
12	COc1ccc(C2=NS(=O)(=O)N(C)C(C(=O)N3CCCCC3)=C2)cc1
13	CN1CCN(CCCNC(=O)Cn2nc(-c3ccccc3)ccc2=O)CC1
14	CC1(C)CC(=O)C=C(Nc2ccccc2NC(=O)c2cnccn2)C1
15	COCC(C)NC(=O)NC(=O)c1ccc(Cl)cc1 (stereo unspecified)

Assay by compound,11,12,13,14,15
Nrf2 inh,-22%,-11%,2%,9%,?
ATXN viability,i,?,i,i,i
Akt phos inh,i,i,i,i,i
TGFb inhibitor,4%,-5%,14%,7%,-5%
MmCpn inh,1%,2%,1%,1%,-1%
CCT modulator,-3.1,-0.8,1.3,-2.4,2.5
HepG2 tox,-9%,-7%,-12%,-11%,3%
Nrf2 activator,0.0%,0.2%,-0.5%,-0.8%,1.6%
A549 tox,4%,2%,-1%,-9%,?

16	COc1ccc(CCc2nnc(CCC(=O)NCC3CCCO3)o2)cc1 (stereo unspecified)
17	C=C(C)Cn1c(SCC#N)nc2ccccc2c1=O
18	COc1ccccc1CNC(=O)CCC(=O)N1CCOc2ccc(C)cc21
19	Cc1ccc2c(c1)N(CCC(=O)NC1CCCCC1)C(=O)CO2
20	CC(/C=C/c1ccccc1)=N\NC(=O)CNC(=O)c1ccccc1Cl

Assay by compound,16,17,18,19,20
Nrf2 inh,6%,nt,?,-24%,18%
ATXN viability,i,i,i,?,i
Akt phos inh,i,i,i,i,i
TGFb inhibitor,-8%,11%,-13%,-20%,-20%
MmCpn inh,1%,1%,0%,-1%,-2%
CCT modulator,2.2,-1.5,1.4,-1.1,0.9
HepG2 tox,1%,-8%,-41%,-3%,-7%
Nrf2 activator,-0.4%,-0.1%,2.2%,-0.5%,0.3%
A549 tox,0%,-1%,16%,-1%,18%

21	COc1ccc(OC)c(C2=NS(=O)(=O)N(C)C(C(=O)Nc3ccc(C(C)=O)cc3)=C2)c1
22	CCOC(=O)c1cccc(COC(=O)c2cccc(-c3nnc(-c4ccccc4)o3)c2)c1
23	COC(=O)c1ccc(CSc2nnc(CNC(=O)c3cccs3)o2)o1
24	CC(=O)c1ccc(NC(=S)N2CCC(O)CC2)cc1
25	Cc1ccc(C(=O)NNC(=O)C2CCN(S(=O)(=O)c3ccc(Cl)cc3)CC2)cc1
26	Oc1cccc(/C=N\Nc2nncc(-c3ccccc3)n2)c1
27	Cc1ccc(C)c(NNC(=O)C(=O)NNc2cc(C)ccc2C)c1
28	COCCNC(=O)CSc1nnc2c(Cl)cc(Cl)cn12

Assay by compound,21,22,23,24,25,26,27,28
Nrf2 inh,?,?,9%,20%,-4%,?,7%,nt
ATXN viability,i,?,i,i,i,i,i,i
Akt phos inh,i,i,i,i,i,i,i,i
TGFb inhibitor,?,-1%,15%,3%,-3%,-17%,2%,24%
MmCpn inh,-1%,0%,0%,1%,-1%,-5%,-3%,2%
CCT modulator,-3.3,3.0,0.0,0.4,2.0,-6.9,1.0,0.5
HepG2 tox,-19%&-15%,-14%,-3%,4%,0%,-16%,2%,12%
Nrf2 activator,4.3%&4.4%,-0.2%,-0.5%,-0.6%,-0.8%,5.1%,0.2%,0.4%
A549 tox,-9%&0%,6%,7%,0%,0%,5%,3%,3%

Assay outcomes (PubChem)
